Tau fibril FP: qHTS for Inhibitors of Tau Fibril Formation, Fluorescence Polarization; AID 1468, 2008; 0.39% of 280,000 active; K18 P301L tau heparin fibrillization, Alexa594 FP, 6 h; Microtubule-associated protein tau (Homo sapiens), P10636; Potency, µM (top dose mostly 57.7 µM), inactives show at the highest dose activity, negative = inhibition, actives largely listed as inhibitors; further: potency means the concentration at half of the fitted maximal effect; on the % scale 0 is the no-effect control and ±100 the full control effect; nearly all actives have a fitted effect of over 55% in size
Target sequence (P10636 561-689 P618L limits assumed): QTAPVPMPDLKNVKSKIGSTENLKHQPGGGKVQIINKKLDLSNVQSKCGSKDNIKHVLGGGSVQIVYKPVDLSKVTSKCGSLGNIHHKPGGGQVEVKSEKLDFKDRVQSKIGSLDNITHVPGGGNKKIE
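Recombinant K18 P301L […], labeled with Alexa 594 at 0.24 uM over 15 uM unlabeled; heparin inducer 20 uM final; 37 C, 6 hr; FP endpoint.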
TRb-SRC2 inh: qHTS for Inhibitors of the Interaction of Thyroid Hormone Receptor and Steroid Receptor Coregulator 2 | Potency, µM (series often up to 106 µM), for the others: at the top dose activity change, negative = inhibition, most hits filed as inhibitors | TRbeta-SRC2 peptide binding, fluorescence polarization; receptor liganded with 1 µM T3 | Thyroid hormone receptor beta (Homo sapiens), P10828 | 0.065% of 280,000 active | AID 1469, 2008;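 further: potency means the concentration at half of the fitted maximal effect; plate controls were bound peptide for no effect and peptide without receptor for full effect; nearly all actives have a fitted effect of over 50% in size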
Target sequence (P10828 whole entry, looked up): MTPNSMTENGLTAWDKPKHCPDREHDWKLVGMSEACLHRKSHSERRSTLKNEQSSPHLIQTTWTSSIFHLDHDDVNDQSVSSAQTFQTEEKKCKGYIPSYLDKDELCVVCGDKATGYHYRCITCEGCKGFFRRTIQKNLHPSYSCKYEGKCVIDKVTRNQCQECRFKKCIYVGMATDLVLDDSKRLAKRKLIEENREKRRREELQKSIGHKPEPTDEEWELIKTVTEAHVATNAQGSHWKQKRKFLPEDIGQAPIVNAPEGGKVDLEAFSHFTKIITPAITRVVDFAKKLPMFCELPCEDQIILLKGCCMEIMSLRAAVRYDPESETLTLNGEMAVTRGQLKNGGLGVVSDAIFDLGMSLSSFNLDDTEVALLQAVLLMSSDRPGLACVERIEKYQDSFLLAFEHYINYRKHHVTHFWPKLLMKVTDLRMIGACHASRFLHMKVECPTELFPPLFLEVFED
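Quantitative HTS by FP: 0.6 uM TRb LBD, 20 nM labeled SRC2 20-mer, 1 uM T3, 5% DMSO; 5 hr ambient incubation; % activity per concentration and potencies from concentration series.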
CBFb RUNX1 block: qHTS Assay for Compounds Blocking the Interaction Between CBF-beta and RUNX1 for the Treatment of Acute Myeloid Leukemia | Runt-related transcription factor 1 (Homo sapiens) + Core-binding factor subunit beta … | AlphaScreen CBFb-His/RUNX1-biotin binding, biochemical | Potency, µM (highest dose often 59.8 µM), without a hit: top-dose activity, negative = inhibition, actives largely listed as inhibitors | 230,000 tested, under 10 active; further: % of control where 0% means no effect
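Room-temperature protein-protein interaction test with 30 nM each of His-tagged CBF-beta and biotinylated RUNX1, 15 min with compound, then 90 min with nickel plus streptavidin beads. Signal read in AlphaScreen mode.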
Epigenetic reg: Quantitative High-Throughput Screen for Regulators of Epigenetic Control | murine LDR cells, GFP reporter derepression, 30 h | Potency, µM (highest dose often 53.9 µM), inactives show top-dose GFP activation, hits mostly activators | 0.2% of 280,000 active | AID 1865, 2009; further: potency means the concentration at half of the fitted maximal effect; % of control where 0% means no effect; nearly all actives have a fitted effect of over 60% in size
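Derepression of a silenced CMV-GFP reporter in murine LDR cells is scored by enumerating GFP-positive cells with a laser-scanning microplate cytometer after 30 hours of treatment at 37 C.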
TR SRC2 fluor cs: Total Fluorescence Counterscreen for Inhibitors of the Interaction of Thyroid Hormone Receptor and Steroid Receptor Coregulator 2; Potency, µM (top dose mostly 106 µM), for inactives: at the top dose fluorescence change, negative = quenching; AID 1479, 2009; 0.29% of 280,000 active; TRb/SRC2 Texas Red total fluorescence interference; active means well fitted curve in either direction with a large enough effect; inconclusive means small, poorly fitted or top-dose-only effect; further: potency means the concentration at half of the fitted maximal effect; on the % scale 0 is the no-effect control and ±100 the full control effect
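Human TRβ ligand-binding domain (0.6 uM) and Texas Red SRC2 peptide (20 nM) in Tris buffer with 1 uM T3 and 5% DMSO were incubated with pinned compound for 5 hr at ambient temperature. Total fluorescence was computed as S + 2P (555/632 nm).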
Tau fluor counter: Counterscreen qHTS for Inhibitors of Tau Fibril Formation, Fluorescence Polarization. tau K18 P301L Alexa594 fluorescence, heparin fibrillization. Potency, µM (top dose mostly 57.7 µM), for the others: at the highest dose activity change, negative = decrease. 0.93% of 280,000 active; further: potency means the concentration at half of the fitted maximal effect; on the % scale 0 is the no-effect control and ±100 the full control effect; nearly all actives have a fitted effect of over 55% in size
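Human tau K18 P301L (15 uM unlabeled, 0.24 uM Alexa 594-labeled) in 100 mM sodium acetate pH 7 with 20 uM heparin, 6 hr at 37 C. ThT 30 uM added, 1 hr ambient; Alexa 594 FP and total fluorescence read at 555/632 nm.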
NPSR antag: qHTS Assay for Antagonists of the Neuropeptide S Receptor: cAMP Signal Transduction | Q6W5P4 | CHO-NPSR cells, cAMP TR-FRET, antagonist mode | Potency, µM (doses to about 38.3 µM), inactives show top-dose activity change, negative = inhibition, hits mostly inhibitors | 1% of 220,000 active; further: potency means the concentration at half of the fitted maximal effect; on the % scale 0 is the no-effect control and ±100 the full control effect; nearly all actives have a fitted effect of over 50% in size; many of its hits are not listed in these tables
Target sequence (Q6W5P4 whole entry, looked up): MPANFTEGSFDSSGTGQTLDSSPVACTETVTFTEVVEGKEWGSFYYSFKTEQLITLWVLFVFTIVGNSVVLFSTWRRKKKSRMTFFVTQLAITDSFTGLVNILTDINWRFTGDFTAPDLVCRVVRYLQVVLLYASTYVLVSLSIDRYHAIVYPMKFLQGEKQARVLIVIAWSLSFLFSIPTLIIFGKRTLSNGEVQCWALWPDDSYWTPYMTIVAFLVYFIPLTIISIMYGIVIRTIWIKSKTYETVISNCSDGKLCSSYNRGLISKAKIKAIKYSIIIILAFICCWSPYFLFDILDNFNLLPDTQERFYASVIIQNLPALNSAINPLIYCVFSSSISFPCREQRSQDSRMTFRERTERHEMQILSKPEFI
aGal spleen mod: qHTS Assay for Inhibitors and Activators of Human alpha-Galactosidase From Spleen Homogenate. human spleen homogenate, 4MU-alpha-Gal fluorescence, 40 min. 0.008% of 240,000 active. Alpha-galactosidase A (Homo sapiens), P06280. Potency, µM (top dose mostly 80 µM), for inactives: top-dose activity change, negative = inhibition, hits mostly inhibitors;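 further: potency means the concentration at half of the fitted maximal effect; 0% = enzyme with vehicle and -100% = no enzyme basal signal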
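qHTS titration in buffer at pH 5.0. Alpha-galactosidase activity in spleen homogenate was measured via 4-methylumbelliferone release from 1 mM fluorogenic substrate after 40 min at 37C and a pH 10 stop. AC50 came from Hill fits of control-normalized data.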
The depositor's hits bear a star; ? = inconclusive; · = not tested or not shown; [ ] = dose if it differs, or a comment. Unless noted, the call rests on the fitted dose curve; in most records, active means well fitted curve in the direction sought with a large enough effect; inconclusive means small, poorly fitted or top-dose-only effect, or another doubt; inactive means no such curve, though single readings can be large; an effect the other way counts as inactive or inconclusive. The list is partial. The share of hits here may be higher or lower than overall.

SMILES,TR SRC2 fluor cs,aGal spleen mod,NPSR antag,CBFb RUNX1 block,TRb-SRC2 inh,Tau fibril FP,Epigenetic reg,Tau fluor counter
Cc1cc(C2C(C#N)=C(N)SC(N)=C2C#N)c(C)s1,0%,-5%,22%[46.1 µM],9%,-3%,-6%,1.8%,-19%
O=C(NCCCN1CCCC1=O)c1cccc(Oc2ccccc2)c1,2%,-6%,3%,-1%,-9%,3%,2.4%,7%
Cc1ccc(CNC(=O)Cn2c(=O)n(-c3ccc(C)cc3)c(=O)c3c2c2cc(C)ccc2n3C)cc1,0%,·,·,·,-2%,-2%,0.0%,10%
Clc1ccc(-c2csc(N/N=C\c3cccnc3)n2)cc1,-6%,2%,-5%,-4%,-1%,1%,-3.2%,?
COC(=O)c1cccnc1-n1c(=O)c2cccnc2n(CC(=O)Nc2ccc(Br)cc2)c1=O,-2%,-3%,-9%,2%,3%,-8%,0.9%,-10%
Cc1ccccc1NC(=O)NCC1CCCO1 (stereo unspecified),-1%,-15%,-4%[46.1 µM],-1%,-1%,-7%,-0.7%,0%
Cc1noc(C)c1COC(=O)c1ccccc1Sc1ccccc1C#N,0%,4%,?,15%,-10%,-8%,-1.7%,-21%
CCCCOC(=O)C1=C(N)N2C(=O)C(C)SC2=C(C(=O)OCC)C1c1ccc(O)c(OC)c1 (stereo unspecified),-4%,4%,2%,-11%,7%,14%,-1.0%,-20%
CCCN(CCC)CCCNC(=O)C1c2cc(OC)c(OC)cc2C(=O)N(C)C1c1cccs1 (stereo unspecified),-4%,?,0%[46.1 µM],-8%,4%,?,-0.2%,-16%
COc1ccc(C(CNC(=O)COc2ccccc2-c2ccccc2)N2CCOCC2)cc1 (stereo unspecified),0%,3%,-32%,-7%,6%,0%,-1.6%,-7%
Cc1ccc2oc(-c3ccccc3)c(O)c(=O)c2c1,-2%,-1%,·,-3%[21.7 µM],-7%,-4%,0.8%,-12%
Cc1cccc(CNc2nc(-c3ccccc3CN(C)C)nc3ccccc23)c1,-1%,0%,·,·,0%,-3%,-0.9%,-13%
CC(=O)NCCOc1nc(N(C)C)nc(N(C)C)n1,-1%,2%,-2%[46.1 µM],8%,2%,2%,0.0%,2%
CC1(C(=O)NC2CCCCC2)Cc2ccccc2C(=O)N1Cc1ccc(F)cc1 (stereo unspecified),32µM*[quencher],·,·,·,-9%,-4%,1.1%,-17%
COC(=O)c1ccc(/C=N/Nc2nc(-c3ccc(Cl)cc3Cl)cs2)cc1,0%,3%,18%,2%,11%,6%,1.1%,-19%
CNC(=O)C(=O)Nc1c(C)cc(C)cc1C,-1%,3%,14%,3%,-5%,0%,-0.9%,6%
O=C(NC(=S)NN1CCCCC1c1cccnc1)c1ccc(Cl)cc1Cl (stereo unspecified),1%,3%,33%,-8%,-3%,-6%,0.5%,-11%
CCC(C)c1ccccc1NC(=O)CN1CCN(C/C=C/c2ccccc2)CC1 (stereo unspecified),-3%[53 µM],-1%,-4%,2%,3%[53 µM],-4%,-1.3%,8%
O=C(NCCS(=O)(=O)N1CCN(c2cccc(Cl)c2)CC1)C(c1ccccc1)c1ccccc1,-2%,·,·,·,1%,-6%,-1.7%,-17%
CCCC/C=C1\CCc2c([nH]c3ccccc23)C1=O,-5%,-4%,-1%,4%,-10%,6%,-1.5%,-14%
CC(C)CCn1c(=O)c2sccc2n2c(CCCC(=O)NCCc3ccccc3)nnc12,-2%,·,·,·,-1%,1%,14%,-13%
CCN1CCN(c2ccc(S(=O)(=O)N(CC)CC)cc2[N+](=O)[O-])CC1,-3%[53 µM],4%,11%,-3%,5%[53 µM],4%,-1.3%,10%
CC(C)N1CCc2c(sc(NC(=O)c3cc(-c4cccs4)nc4ccccc34)c2C(N)=O)C1,-5%,1%,0%,7%[2.36 µM],7%,-17%,18µM*,?
CCOc1ccc2c(c1)c(=O)c(C(=O)c1ccc3c(c1)OCO3)cn2Cc1cccc(F)c1,5%,·,·,·,2%,-4%,-1.1%,-13%
CC(O)CNC(=O)c1ccc(-c2nn(C)c(=O)c3ccccc23)cc1 (stereo unspecified),-6%,3%,-5%[46.1 µM],-2%,2%,7%,0.0%,-4%
COc1ccc(/C(N)=N/OC(=O)C2CCC(=O)N2S(=O)(=O)c2ccc(C)cc2)cc1OC (stereo unspecified),0%[53 µM],7%,6%,6%,7%[53 µM],-5%,-1.3%,-3%
O=C(Cc1ccc2c(c1)OCCO2)c1c(O)cc(O)cc1O,-15%,1%,-21%[46.1 µM],-4%,9%,8%,1.3%,-29%
O=C(CCC1CCCN(C(=O)c2ccsc2)C1)NCc1ccc(F)c(F)c1 (stereo unspecified),-2%,-25%,-5%,-1%,8%,4%,4.4%,-2%
CCOC(=O)C1CCN(S(=O)(=O)c2cccc(-c3cn4cc(C)ccc4n3)c2)CC1,1%,5%,-17%[46.1 µM],2%,-3%,1%,-0.9%,-13%
Cc1ccccc1C(=O)c1c[nH]c(C(=O)NCC2CCCO2)c1 (stereo unspecified),-2%,5%,6%[46.1 µM],5%,4%,0%,-1.4%,1%
CCCCn1c(-c2nn(C)cc2Cl)n[nH]c1=S,2%,-2%,-13%[46.1 µM],5%,-1%,4%,-3.9%,0%
CCOC(=O)c1[nH]c(COC(=O)CCOc2ccccc2OC)c(C(=O)OCC)c1C,-13%,-6%,-19%[46.1 µM],-1%,-9%,4%,0.9%,-3%
Cc1cccc(Nc2sc(C(=O)c3ccc(Cl)cc3)c(N)c2C(N)=O)c1,-23%,·,·,·,6%,?,-1.3%,?
Cc1cc(SCC(=O)Nc2ncc(Cl)cc2Cl)nc2ccccc12,-4%,-2%,9%[46.1 µM],-5%,-7%,3%,1.1%,-12%
COc1cc(C2NC(=S)NC(C)=C2C(=O)c2ccccc2)ccc1O (stereo unspecified),1%,-2%,-4%,1%,3%,13%,-1.8%,-15%
CC(C)CC(=O)NC(=S)NCCc1ccccc1,0%[53 µM],7%,-14%[46.1 µM],-2%,-14%[53 µM],1%,-2.1%,-6%
c1ccc(Cc2nnc3sc(-c4cccs4)nn23)cc1,-1%,12%,-2%[46.1 µM],?,-29%,4%,3.2%,20%
COc1ccc(NC(=O)Cn2ncc3c2-c2ccccc2OC3)cc1Cl,-11%,·,·,·,1%,?,0.0%,?
C=C(C)C(=O)N1CC2(CC(c3cccc(NC(=O)c4ccccc4)c3)=NO2)C[C@@H]1C(N)=O (stereo partly specified),0%,-3%,-14%[46.1 µM],0%,-11%,-2%,-2.5%,-5%
Cc1ccc(NC(=O)CNC(=O)c2ccccc2F)cc1Cl,4%,8%,-6%[46.1 µM],-5%,-11%,-14%,-0.7%,-13%

Three structures from above, ordered by length of the SMILES, descending:
SMILES,TR SRC2 fluor cs,aGal spleen mod,NPSR antag,CBFb RUNX1 block,TRb-SRC2 inh,Tau fibril FP,Epigenetic reg,Tau fluor counter
CCCCOC(=O)C1=C(N)N2C(=O)C(C)SC2=C(C(=O)OCC)C1c1ccc(O)c(OC)c1 (stereo unspecified),-4%,4%,2%,-11%,7%,14%,-1.0%,-20%
CCCN(CCC)CCCNC(=O)C1c2cc(OC)c(OC)cc2C(=O)N(C)C1c1cccs1 (stereo unspecified),-4%,?,0%[46.1 µM],-8%,4%,?,-0.2%,-16%
CCOC(=O)c1[nH]c(COC(=O)CCOc2ccccc2OC)c(C(=O)OCC)c1C,-13%,-6%,-19%[46.1 µM],-1%,-9%,4%,0.9%,-3%

(further entries)
SMILES,TR SRC2 fluor cs,aGal spleen mod,NPSR antag,CBFb RUNX1 block,TRb-SRC2 inh,Tau fibril FP,Epigenetic reg,Tau fluor counter
O=[N+]([O-])c1ccc(Nc2ccccn2)c([N+](=O)[O-])c1,-3%,6%,-4%,-7%,-2%,-3%,-2.9%,4%
CCOC(=O)C1(CC2CC2)CCN(S(=O)(=O)/C=C/c2ccccc2)CC1,-2%,-5%,20%,27%,0%,0%,-3.5%,-18%
COc1ccc(-c2nnc(SCC(=O)Nc3nc4ccccc4s3)n2C)cc1,4%,5%,-6%[46.1 µM],2%,3%,-4%,0.0%,-9%
Cc1ccccc1NC1=C(Cl)C(=O)OC1OC(=O)c1ccco1 (stereo unspecified),0%,2%,-9%[46.1 µM],-2%,-10%,-4%,?,-26%
CC(Oc1ccc(Br)cc1)C(=O)Nc1ncn[nH]1 (stereo unspecified),2%,·,·,·,0%,-1%,2.2%,-11%
Cc1nn(-c2ccccc2)c(C)c1NS(=O)(=O)c1ccccc1,-4%,0%,-11%[46.1 µM],5%,-4%,3%,-1.1%,2%
Cc1ccc2[nH]c(C)cc(=O)c2c1,1%[201 µM],5%[181 µM],·,-6%[136 µM],2%[201 µM],5%[126 µM],14%[96.6 µM],2%[126 µM]
COc1ccc(CSc2nnnn2C)cc1[N+](=O)[O-],-5%,-2%,0%[46.1 µM],2%,2%,-5%,0.0%,-6%
COc1ccc(N(CC(=O)Nc2ccc(OC)c(Cl)c2)S(=O)(=O)c2c(C)noc2C)cc1,1%,-7%,-29%[46.1 µM],3%,-1%,?,0.9%,?
CC(C)(C)Cc1nnc(NC(=O)Cc2ccc([N+](=O)[O-])cc2)s1,?,6%,-9%[46.1 µM],3%,-2%,-2%,0.0%,-9%
O=C(OCC(=O)N1CCN(C(=O)c2ccco2)CC1)c1cc(-c2ccco2)nc2ccccc12,-23%,16%,-14%[46.1 µM],?,10%,4%,-1.2%,-14%
N#Cc1c(NC(=O)Cn2nc(C(F)(F)F)c3c2CCCC3)sc2c1CCC2,-1%,2%,-3%[46.1 µM],-2%,9%,1%,-1.5%,-6%
O=C(NCc1cccs1)Nc1ccc2c(c1)OCO2,0%,0%,-14%[46.1 µM],2%,2%,7%,-9.5%,-3%
Cc1cc(C)n(C(=O)c2ccc(C)c(S(=O)(=O)N3CCCC3)c2)n1,-1%,2%,?,4%,-21%,4%,-2.1%,4%

Screens deposited in PubChem by National Center for Advancing Translational Sciences (NCATS).
